Screening results as filed in PubChem BioAssay.
Her2 expr inh – Her2 kinase expression inhibition; P04626; SKBR-3 HER2 protein level, AlphaScreen, 18-24 h; stronger effect = lower value; HER2 level % of control, % at 10 µM; actives 0.69% (n = 65,000); AID 645;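 active means HER2 level under 5% of the carrier-only control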;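 further: 100% = DMSO carrier and 0% = 500 nM PU-H71 HSP90 inhibitor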
5HT1E antag – 5-HT1E (human) receptor antagonism. P28566. CHO 5-HT1E Ga15 NFAT-bla reporter, FRET, antagonist. inhibition, % at 6 µM. actives 0.99% (n = 65,000);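 active means inhibition above a set limit, the mean inhibition across every tested compound plus 3 SD, cut at about 29% in these data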;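 further: signal is the 460 over 535 nm emission ratio of beta-lactamase substrate; 0% = agonist plus DMSO wells and 100% = wells without agonist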
M1 antag – blocks the rat M1 muscarinic receptor response to acetylcholine | P08482 | CHO-M1 cells, Fluo-4 calcium, ACh EC80 antagonist mode; stronger effect = lower value | B-score at 10 µM | actives 3.4% (n = 64,000) | AID 628;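 active means calcium fluorescence response, raw or row-and-column corrected B-score, differing from the plate sample mean either way at a set confidence level, mostly lower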
M1 ag – M1 muscarinic receptor agonism | CHO-M1 cells, Fluo-4 calcium fluorescence, agonist mode; stronger effect = higher value | B-score at 10 µM | actives 3% (n = 64,000);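 active means fluorescence rise, raw or as B-score row- and column-corrected plate score, outside the 99.7% band of its plate's samples, either direction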
Jurkat viability – cytotoxic compounds reducing Jurkat cell viability; AID 463; actives 1.2% (n = 56,000); Jurkat E6.1 viability, ATP luminescence, 48 h; inhibition, % at 4 µM;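 active means inhibition above the mean inhibition of all tested compounds plus 3 SD, cut at about 28% in these data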
HEK293 NFkB inh – inhibitors of the PMA/ionomycin-induced NF-kB reporter in HEK293 cells | AID 465 | inhibition, % at 3 µM | actives 0.21% (n = 62,000) | HEK-293 NF-kB luciferase reporter, luminescence;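 active means inhibition above the mean of all tested compounds plus 3 SD, cut at about 40% in these data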;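 further: 0% = stimulated DMSO wells and 100% = 10 µM reference inhibitor 5653914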
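System – HEK-293 cells with stable firefly luciferase reporter driven by four HIV NF-kB elements · Doses – one dose, 3 µM · Schedule – 1 h compound pre-incubation, 16 h PMA/ionomycin at 37 °C · Technique – luminescence from luciferase substrate reagent · Measure – percent inhibition normalized per plate to DMSO and reference-inhibitor controls · Replicates – tested once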
HTR1E agonist – 5-HT1E (human) receptor agonism | P28566 | CHO 5-HT1E Ga15 NFAT-bla reporter, FRET; 0% DMSO wells, 100% control agonist wells | activation, % at 6 µM | actives 0.69% (n = 65,000);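 active means activation above a set limit, the screen-wide mean activation plus 3 SD, cut at about 8.5% in these data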;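 further: 100% = positive control agonist at 1 µM giving full maximal response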
S1P1 ag pot – S1P1 (human) agonism or agonism potentiation | S1P1 CRE-bla cells, forskolin, beta-lactamase FRET, potentiator mode; S1P1 agonist co-added at EC20, 2 nM; 100% = saturating reference agonist, 0% = basal | activation, % at 9.5 µM | actives 0.57% (n = 56,000) | AID 449;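 active means activation above a cutoff set at the mean activation of all tested compounds plus 3 SD, cut at about 54% in these data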;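 further: forskolin at 4 µM as EC80 and the EC20 agonist is SEW2871; 100% = SEW2871 at its EC100 plus forskolin at EC80; some compounds past the cut are filed as inactive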
Target sequence (P21453 whole entry, looked up): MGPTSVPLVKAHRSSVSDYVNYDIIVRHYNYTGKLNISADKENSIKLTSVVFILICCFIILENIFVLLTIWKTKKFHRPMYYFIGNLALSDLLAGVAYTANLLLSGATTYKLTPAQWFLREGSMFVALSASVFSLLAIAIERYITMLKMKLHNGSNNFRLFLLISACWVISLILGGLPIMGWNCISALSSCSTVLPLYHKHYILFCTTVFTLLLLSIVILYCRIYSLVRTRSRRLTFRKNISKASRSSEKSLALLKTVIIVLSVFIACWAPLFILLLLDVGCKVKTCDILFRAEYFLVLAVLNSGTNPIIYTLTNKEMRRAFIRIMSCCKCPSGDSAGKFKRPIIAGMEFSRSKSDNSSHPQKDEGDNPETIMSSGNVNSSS
S1P3 ag – S1P3 (human) receptor agonism; S1P3 NFAT-BLA reporter cells, FRET ratio; relative to 1 µM S1P, basal subtracted; activation, % at 4.5 µM; actives 0.1% (n = 60,000);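 active means activation above the screen-wide mean plus 3 SD, cut at about 4.5% in these data, passing the limit was not always enough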; further: some compounds called inactive have numbers as strong as hits
Target sequence (Q99500 whole entry, looked up): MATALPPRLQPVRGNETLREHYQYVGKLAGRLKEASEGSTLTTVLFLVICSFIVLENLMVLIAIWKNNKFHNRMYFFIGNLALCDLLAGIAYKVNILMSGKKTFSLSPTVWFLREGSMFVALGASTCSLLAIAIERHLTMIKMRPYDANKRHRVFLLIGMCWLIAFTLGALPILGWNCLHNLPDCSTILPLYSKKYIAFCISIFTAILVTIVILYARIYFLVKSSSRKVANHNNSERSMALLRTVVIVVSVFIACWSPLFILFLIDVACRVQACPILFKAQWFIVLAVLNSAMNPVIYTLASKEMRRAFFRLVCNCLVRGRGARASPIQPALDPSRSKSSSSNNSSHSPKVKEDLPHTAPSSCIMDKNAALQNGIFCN
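Material: Human S1P3 NFAT-BLA reporter CHO cells | Incubation: Overnight plating, 4 h compound 37 °C, 2 h substrate RT | Signal: FRET β-lactamase substrate fluorescence, excitation 405 nm, 460/535 nm emission ratio, background-subtracted | Compound: 4.5 µM final, single dose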
An asterisk follows results filed as active.

For CCOc1ccc2[nH]c(O)c(NC(C)=O)c2c1 the results were Her2 expr inh 72, 5HT1E antag -1, M1 antag 0.0014, M1 ag 0.37, Jurkat viability -2, HEK293 NFkB inh 5, HTR1E agonist 0.5, S1P1 ag pot -12 and S1P3 ag 0.9.
Screening Cc1ccc2c(c1)N(Cc1ccc3c(c1)OCO3)C(=O)C(C)O2 (centres undefined) returned Her2 expr inh 102, 5HT1E antag 15, M1 antag 0.39, M1 ag 1.7, Jurkat viability 4, HEK293 NFkB inh 16, HTR1E agonist -0.1, S1P1 ag pot -8 and S1P3 ag -0.1.
`Cc1c(=O)n(OCc2c(F)cccc2F)c2ccccc2[n+]1[O-]` gave Her2 expr inh 87, 5HT1E antag -1, M1 antag 0.39, M1 ag -0.29, HTR1E agonist 0.1, S1P1 ag pot 8 and S1P3 ag -2.9.
Screening Cn1c(C(=O)N2CCCC(C(=O)NCCCSC3CCCCC3)C2)cc2sccc21 (centres undefined) returned Her2 expr inh 74, 5HT1E antag -14, M1 antag -0.77, M1 ag -0.69, Jurkat viability 7, HEK293 NFkB inh 8, HTR1E agonist 1.3, S1P1 ag pot -7 and S1P3 ag -0.6.
For Cc1cccc(N2CCN(Cc3c(C)n(C)n(-c4ccccc4)c3=O)CC2)c1C the results were Her2 expr inh 101, 5HT1E antag -1, M1 antag -9.5*, M1 ag -0.83, Jurkat viability 4, HEK293 NFkB inh 4, HTR1E agonist 41*, S1P1 ag pot -32 and S1P3 ag -0.4.
Screening Cc1cc(C(=O)Nc2ccccc2C(F)(F)F)no1 returned Her2 expr inh 72, 5HT1E antag -2, M1 antag 0.46, M1 ag 0.041, Jurkat viability -3, HEK293 NFkB inh 3, HTR1E agonist -0.8, S1P1 ag pot -12 and S1P3 ag -0.2.
CSCCC(NC(=O)C1CCC(C)CC1)C(=O)NCc1ccco1 (centres undefined) was read as Her2 expr inh 100, 5HT1E antag -5, M1 antag -0.075, M1 ag -0.58, Jurkat viability -2, HEK293 NFkB inh 15, HTR1E agonist -0.4, S1P1 ag pot 0 and S1P3 ag -0.2.
`O=C(c1ccco1)N1CCN(S(=O)(=O)c2ccc(S(=O)(=O)NC3CC3)cc2)CC1` gave Her2 expr inh 84, 5HT1E antag -8, M1 antag 0.78, M1 ag 0.65, Jurkat viability 1, HEK293 NFkB inh 8, HTR1E agonist -0.3, S1P1 ag pot -7 and S1P3 ag 0.6.
Screening Cc1ccc2cc3cc(C(=O)N(C)C4CCCCC4)oc3nc2c1 returned Her2 expr inh 101, 5HT1E antag 0, M1 antag -0.14, M1 ag 3.1, Jurkat viability 5, HEK293 NFkB inh -25, HTR1E agonist -0.7, S1P1 ag pot 1 and S1P3 ag -0.7.
Screening CN1CCN(CC(=O)n2c3c(c4ccccc42)CCCC3)CC1 returned Her2 expr inh 73, 5HT1E antag -4, M1 antag -2.9*, M1 ag 2.4, Jurkat viability -4, HEK293 NFkB inh 8, HTR1E agonist 0.8, S1P1 ag pot 6 and S1P3 ag 0.0.
O=C(NCc1ccccn1)c1cc2ccccn2n1 was read as Her2 expr inh 108, 5HT1E antag -1, M1 antag -0.012, M1 ag -0.72, Jurkat viability -1, HEK293 NFkB inh -5, HTR1E agonist 0.8, S1P1 ag pot -14 and S1P3 ag -0.6.
Screening CCOC(=O)c1ccc(NC(=O)Nc2cc(C)on2)cc1 returned Her2 expr inh 118, 5HT1E antag 22, M1 antag -0.51, M1 ag 1.6, Jurkat viability -2, HEK293 NFkB inh 16, HTR1E agonist -0.8, S1P1 ag pot -28 and S1P3 ag -0.9.
Screening CC1(C)CC(=O)CC(=Nc2ccc(C(=O)O)cc2)C1 returned Her2 expr inh 147, 5HT1E antag -8, M1 antag 0.47, M1 ag 0.59, Jurkat viability -4, HEK293 NFkB inh 0, HTR1E agonist 0.2, S1P1 ag pot -5 and S1P3 ag -0.3.
CCc1nnc(NC(=O)CSc2nnc3ncccn23)s1 was read as Her2 expr inh 57, 5HT1E antag -4, M1 antag 0.41, M1 ag -0.17, Jurkat viability -2, HEK293 NFkB inh 6, HTR1E agonist -1.5, S1P1 ag pot -12 and S1P3 ag -0.2.
Screening CCCCN(C)C(=O)C1CCN(Cc2ccccn2)CC1 returned Her2 expr inh 112, 5HT1E antag -5, M1 antag 0.17, M1 ag -0.16, Jurkat viability -6, HEK293 NFkB inh 20, HTR1E agonist -0.4, S1P1 ag pot -2 and S1P3 ag -0.2.

Quoted at random: two records from the list.
Screening Cc1ccc2c(c1)N(Cc1ccc3c(c1)OCO3)C(=O)C(C)O2 (centres undefined) returned Her2 expr inh 102, 5HT1E antag 15, M1 antag 0.39, M1 ag 1.7, Jurkat viability 4, HEK293 NFkB inh 16, HTR1E agonist -0.1, S1P1 ag pot -8 and S1P3 ag -0.1.
CCc1nnc(NC(=O)CSc2nnc3ncccn23)s1 was read as Her2 expr inh 57, 5HT1E antag -4, M1 antag 0.41, M1 ag -0.17, Jurkat viability -2, HEK293 NFkB inh 6, HTR1E agonist -1.5, S1P1 ag pot -12 and S1P3 ag -0.2.

Other compounds:
Screening CCn1c(NCc2ccco2)nc2c1c(=O)n(C)c(=O)n2C returned Her2 expr inh 84, 5HT1E antag 11, M1 antag 0.2, M1 ag -0.75, Jurkat viability -3, HEK293 NFkB inh 4, HTR1E agonist 1.1, S1P1 ag pot -21 and S1P3 ag 0.0.
For COC(=O)c1ccc(CN(c2ccccc2OC)S(=O)(=O)c2cccs2)o1 the results were Her2 expr inh 107, 5HT1E antag -1, M1 antag 0.13, M1 ag -0.4, Jurkat viability -3, HEK293 NFkB inh 9, HTR1E agonist -0.3, S1P1 ag pot 4 and S1P3 ag -0.3.
For Cc1nnc(NC(=O)CSc2cn(CCNC(=O)c3ccccc3)c3ccccc23)s1 the results were Her2 expr inh 88, 5HT1E antag 4, M1 antag 0.14, M1 ag 1, Jurkat viability 3, HEK293 NFkB inh 1, HTR1E agonist -0.5, S1P1 ag pot -21 and S1P3 ag -0.6.
Screening Cc1cccc2cc(CN(CCCO)C(=O)Nc3ccccc3Cl)c(=O)[nH]c12 returned Her2 expr inh 112, 5HT1E antag 5, M1 antag -0.054, M1 ag -0.046, Jurkat viability -7, HEK293 NFkB inh -3, HTR1E agonist -0.1, S1P1 ag pot 5 and S1P3 ag 0.5.
Screening COc1ccccc1N1CCN(c2cc(=O)n(-c3ccc(Cl)cc3)c(=O)[nH]2)CC1 returned Her2 expr inh 89, 5HT1E antag 1, M1 antag 0.0024, M1 ag -0.55, Jurkat viability 2, HEK293 NFkB inh 12, HTR1E agonist 1.1, S1P1 ag pot 17 and S1P3 ag -1.9.
O=C(NCc1ccccc1)c1ccc(=O)[nH]n1 was read as Her2 expr inh 95, 5HT1E antag -1, M1 antag 1.5, M1 ag 0.027, HTR1E agonist -0.6, S1P1 ag pot 1 and S1P3 ag -5.2.
Screening COc1ccc(NC(=O)c2ccccc2C)c(OC)c1 returned Her2 expr inh 95, 5HT1E antag 9, M1 antag -0.14, M1 ag -0.35, Jurkat viability -1, HEK293 NFkB inh 14, HTR1E agonist -1.3, S1P1 ag pot -11 and S1P3 ag -1.1.
Screening Cc1cc(C)n2nc(SCn3nnc4ccccc4c3=O)nc2n1 returned Her2 expr inh 189, 5HT1E antag 2, M1 antag -0.61, M1 ag -0.38, Jurkat viability -4, HEK293 NFkB inh 4, HTR1E agonist 0.1, S1P1 ag pot -29 and S1P3 ag 0.5.
For COC(=O)c1ccccc1NC(=O)c1ccc2c(c1)C(=O)N(Cc1ccco1)C2=O the results were Her2 expr inh 99, 5HT1E antag -9, Jurkat viability -6, HEK293 NFkB inh 12, HTR1E agonist 0.9 and S1P3 ag -0.8.
N=c1c2c3c(sc2ncn1CCN1CCOCC1)CCCCC3 was read as Her2 expr inh 91, 5HT1E antag 10, M1 antag -0.79, M1 ag 0.057, Jurkat viability 9, HEK293 NFkB inh 23, HTR1E agonist -0.3, S1P1 ag pot -10 and S1P3 ag -1.7.
Screening COc1ccc(OC)c(C2c3c(oc4ccccc4c3=O)C(=O)N2CCCN(C)C)c1 (centres undefined) returned Her2 expr inh 93, 5HT1E antag 2, M1 antag 0.25, M1 ag -0.18, Jurkat viability 8, HEK293 NFkB inh 19, HTR1E agonist -1.2, S1P1 ag pot 2 and S1P3 ag -0.8.

Seven consecutive entries out of the list so far:
Screening COc1ccccc1N1CCN(c2cc(=O)n(-c3ccc(Cl)cc3)c(=O)[nH]2)CC1 returned Her2 expr inh 89, 5HT1E antag 1, M1 antag 0.0024, M1 ag -0.55, Jurkat viability 2, HEK293 NFkB inh 12, HTR1E agonist 1.1, S1P1 ag pot 17 and S1P3 ag -1.9.
O=C(NCc1ccccc1)c1ccc(=O)[nH]n1 was read as Her2 expr inh 95, 5HT1E antag -1, M1 antag 1.5, M1 ag 0.027, HTR1E agonist -0.6, S1P1 ag pot 1 and S1P3 ag -5.2.
Screening COc1ccc(NC(=O)c2ccccc2C)c(OC)c1 returned Her2 expr inh 95, 5HT1E antag 9, M1 antag -0.14, M1 ag -0.35, Jurkat viability -1, HEK293 NFkB inh 14, HTR1E agonist -1.3, S1P1 ag pot -11 and S1P3 ag -1.1.
Screening Cc1cc(C)n2nc(SCn3nnc4ccccc4c3=O)nc2n1 returned Her2 expr inh 189, 5HT1E antag 2, M1 antag -0.61, M1 ag -0.38, Jurkat viability -4, HEK293 NFkB inh 4, HTR1E agonist 0.1, S1P1 ag pot -29 and S1P3 ag 0.5.
For COC(=O)c1ccccc1NC(=O)c1ccc2c(c1)C(=O)N(Cc1ccco1)C2=O the results were Her2 expr inh 99, 5HT1E antag -9, Jurkat viability -6, HEK293 NFkB inh 12, HTR1E agonist 0.9 and S1P3 ag -0.8.
N=c1c2c3c(sc2ncn1CCN1CCOCC1)CCCCC3 was read as Her2 expr inh 91, 5HT1E antag 10, M1 antag -0.79, M1 ag 0.057, Jurkat viability 9, HEK293 NFkB inh 23, HTR1E agonist -0.3, S1P1 ag pot -10 and S1P3 ag -1.7.
Screening COc1ccc(OC)c(C2c3c(oc4ccccc4c3=O)C(=O)N2CCCN(C)C)c1 (centres undefined) returned Her2 expr inh 93, 5HT1E antag 2, M1 antag 0.25, M1 ag -0.18, Jurkat viability 8, HEK293 NFkB inh 19, HTR1E agonist -1.2, S1P1 ag pot 2 and S1P3 ag -0.8.
